uPA generation: cell surface uPA generation inhibition. cell surface uPA generation assay, qHTS. Potency, µM (top dose mostly 38.3 µM), for inactives: at the top dose activity change, negative = inhibition, most hits filed as inhibitors. hit rate 0.31% among 330,000. AID 540303; active means well fitted inhibition curve with a large enough effect; inconclusive means small, poorly fitted or top-dose-only effect; inactive means no such curve, though single readings can be large or run the other way; tested in mouse RAW 264.7 cells; further: potency means the concentration at half of the fitted maximal effect; on the % scale 0 is the no-effect control and ±100 the full control effect; nearly all actives have a fitted effect of over 55% in size
TSHR antagonist: blocks TSH signaling through the human TSH receptor | hit rate 0.2% among 330,000 | activity change, negative = inhibition, % at 11.5 µM | TSHR-expressing cells, TSH-stimulated cAMP HTRF, 2 h; active compounds read low;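 active means activity change below a set negative limit, meaning inhibition stronger than a set level, cut at about -70% in these data; inconclusive means activity change between two set negative limits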; further: on the % scale 0 is the no-effect control and ±100 the full control effect
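Antagonism was scored as loss of TSH-driven cAMP in TSHR cells, stimulated with 4nM TSH (EC80) for 2 hours at 37 deg C and detected by homogeneous HTRF competition immunoassay.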
USP2a inh: USP2a (human) protease inhibition; Potency, µM (highest dose often 38.3 µM), without a hit: at the top dose activity change, negative = inhibition, usual class: inhibitors; hit rate 0.01% among 330,000; O75604; USP2 core, Ub-CHOP2 coupled fluorogenic reporter, 485/531; AID 463254;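 further: potency means the concentration at half of the fitted maximal effect; plate controls were DMSO wells for no effect and full inhibition by NEM control for full effect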
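Deubiquitinase activity read as fluorescence (485/531 nm) after Ub-CHOP2 cleavage activates the enterokinase reporter on its substrate; USP2 core 10nM, Ub-CHOP2 and substrate 25nM each, 30min compound preincubation then 60min RT; data normalized to NEM, curves fitted.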
Eya2 inh: Eya2 (human) phosphatase inhibition; O00167; recombinant Eya2, OMFP fluorescence dephosphorylation (OMFP is methylfluorescein phosphate); Potency, µM (top dose mostly 76.9 µM), for the others: at the top dose activity, negative = inhibition, actives largely listed as inhibitors; hit rate 0.006% among 330,000; further: potency means the concentration at half of the fitted maximal effect; on the % scale 0 is the no-effect control and ±100 the full control effect
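Eya2 (0.2 uM) preincubated 10 min at ambient with compound, then OMFP substrate added at 50 uM; 10 min reaction in 50 mM HEPES pH 7.5, 50 mM NaCl, 5 uM MgCl2, 0.05% BSA, 1 mM DTT. Fluorescence read at Ex 485/Em 525 nm.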
B2AR arrestin: agonists driving beta-arrestin recruitment to human beta2-adrenergic receptor | beta-arrestin recruitment to beta2AR, cell-based reporter | Potency, µM (top dose mostly 46.1 µM), without a hit: top-dose activation, most hits filed as activators | hit rate 0.02% among 330,000 | AID 492947;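 further: potency means the concentration at half of the fitted maximal effect; 0% = DMSO controls and full agonism = EC100 isoproterenol or metaproterenol; nearly all actives have a fitted effect of over 65% in size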
Mito fusion act: inhibitors of mitochondrial division or activators of mitochondrial fusion | S. cerevisiae fusion-defective mutant growth rescue, CellTiterGlo 48 h | Potency, µM (titrated, usually from 46.1 µM), without a hit: at the highest dose growth rescue (activation), usual class: activators | hit rate 0.23% among 320,000 | AID 485298;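 further: potency means the concentration at half of the fitted maximal effect; % of control where 0% means no effect; nearly all actives have a fitted effect of over 45% in size; temperature-sensitive fusion mutants such as fzo1-1 at 37 °C on non-fermentable ethanol glycerol medium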
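Temperature-sensitive fusion-defective S. cerevisiae (e.g. fzo1-1, mgm1-5) were grown with compound in YPEG medium (3% ethanol, 3% glycerol) for 48 hours at 37C. Growth rescue was measured as viability by CellTiterGlo luminescence after 10 minutes at ambient.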
TCR act: activates T cell receptor signaling. Potency, µM (doses to about 9.22 µM), for inactives: at the top dose activation of IL-2 secretion, actives largely listed as activators. 330,000 tested, under 10 active. primary human leukocytes, anti-CD3, IL-2 HTRF, 48 h; further: % of control where 0% means no effect
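IL-2 produced over 48 hr by a-CD3 bead-stimulated primary human leukocytes exposed to compounds was detected with a homogeneous time-resolved FRET immunoassay, 665nm acceptor signal after 320nm excitation.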
TSG101-PTAP inh: blocks PTAP/TSG101 interaction to inhibit HIV-1 budding. 340,000 tested, under 10 active. Potency, µM (series often up to 115 µM), for inactives: at the highest dose activity change, negative = inhibition, most hits filed as inhibitors. AID 493005. Fluorescence polarization, FITC-PTAP peptide / Tsg101 binding; active means well fitted inhibition curve with a large enough effect in the main read-out, with a control signal flat, not every such curve was filed as active; inconclusive means small, poorly fitted or top-dose-only effect, or effect the other way, or a change in a side signal; inactive means no such curve, though single readings can be large or run the other way; further: potency means the concentration at half of the fitted maximal effect; % of control where 0% means no effect
Target sequence (Q99816 whole entry, looked up): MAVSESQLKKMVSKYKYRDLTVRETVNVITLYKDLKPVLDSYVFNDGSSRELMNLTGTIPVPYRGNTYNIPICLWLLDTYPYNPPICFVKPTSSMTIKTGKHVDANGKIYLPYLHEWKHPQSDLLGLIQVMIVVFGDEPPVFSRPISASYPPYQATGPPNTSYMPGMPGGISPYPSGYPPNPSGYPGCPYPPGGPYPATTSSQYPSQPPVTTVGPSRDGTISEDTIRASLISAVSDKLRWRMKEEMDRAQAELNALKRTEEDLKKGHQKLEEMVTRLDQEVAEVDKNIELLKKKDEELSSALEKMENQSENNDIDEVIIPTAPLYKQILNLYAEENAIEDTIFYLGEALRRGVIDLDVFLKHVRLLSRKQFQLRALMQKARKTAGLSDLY
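Fluorescence anisotropy tracks displacement of a FITC-tagged PTAP peptide (50 nM) from the Tsg101 binding domain (10 uM), following a 20 min room-temperature incubation at pH 7.5.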
ELG1 repair inh: blocks ELG1-dependent DNA repair in HEK293T cells | Potency, µM (doses to about 46.1 µM), inactives show at the top dose activity change, negative = inhibition, most hits filed as inhibitors | hit rate 2.3% among 330,000 | HEK293T ELG1-luciferase reporter, luminescence, 16 h; DNA damage induced by 5-fluorouridine | AID 504467; further: potency means the concentration at half of the fitted maximal effect; on the % scale 0 is the no-effect control and ±100 the full control effect; nearly all actives have a fitted effect of over 55% in size
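Step one: seed 2,000 cells per well. Step two: pin-transfer compound or DMSO alongside 5-fluorouridine. Step three: incubate 16 hr, 37 °C, 5% CO2. Step four: add ONE-Glo, wait 30 min, read luminescence.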
Chronic BCR inh: blocks chronic active B-cell receptor signaling; ABC-DLBCL IkBa-CBG/CBR reporter, luminescence ratio, 4 h; AID 493014; hit rate 0.05% among 340,000; Potency, µM (series often up to 46.1 µM), without a hit: at the highest dose ratio change, negative = lower green/red ratio, actives largely listed as inhibitors; active means well fitted inhibition curve with a large enough effect in the signal ratio, with a control signal flat, not every such curve was filed as active; inconclusive means small, poorly fitted or top-dose-only effect, or effect the other way, or a change in a side signal; the % refers to the signal ratio;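 further: potency means the concentration at half of the fitted maximal effect; plate controls were basal doxycycline-induced cells for no effect and cells given 10 µM MG132 for full effect; MG132 reads +100%, hits lower the ratio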
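Doxycycline induced both beetle luciferases in TMD8 lymphoma cells; IKK-driven degradation limits the IkappaBalpha-fused green signal, while red luminescence normalises for cell number and nonspecific effects. Compounds tested up to 46 uM, 4 hrs.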
Tb PFK inh: inhibitors of T. brucei phosphofructokinase. O15648. T. brucei PFK, ADP-Glo luminescence. Potency, µM (top dose mostly 57.5 µM), for inactives: at the highest dose activity, negative = inhibition, hits mostly inhibitors. hit rate 0.17% among 330,000;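 further: potency means the concentration at half of the fitted maximal effect; 0% = uninhibited 1x PFK enzyme wells and -100% = no-enzyme wells; nearly all actives have a fitted effect of over 60% in size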
Target sequence (O15648 whole entry, looked up): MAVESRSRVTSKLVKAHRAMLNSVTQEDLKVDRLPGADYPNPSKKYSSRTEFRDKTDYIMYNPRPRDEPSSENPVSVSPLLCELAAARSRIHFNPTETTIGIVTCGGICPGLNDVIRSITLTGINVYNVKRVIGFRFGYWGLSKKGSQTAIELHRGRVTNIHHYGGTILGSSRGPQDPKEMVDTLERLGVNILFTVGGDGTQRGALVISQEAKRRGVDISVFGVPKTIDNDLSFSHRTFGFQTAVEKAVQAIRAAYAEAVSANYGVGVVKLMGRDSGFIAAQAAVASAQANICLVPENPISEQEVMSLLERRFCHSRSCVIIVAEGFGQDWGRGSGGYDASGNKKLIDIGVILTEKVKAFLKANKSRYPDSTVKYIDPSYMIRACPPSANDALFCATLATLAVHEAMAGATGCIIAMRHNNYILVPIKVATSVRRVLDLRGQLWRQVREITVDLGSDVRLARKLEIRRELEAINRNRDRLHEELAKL
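PFK 1.25 nM, F6P 0.5 mM, ATP 0.1 mM, 0.1 M TEA pH 8.0, 5 mM MgCl2, 0.01% Tween20, 0.1% BSA; 45 min RT. ADP-Glo readout. qHTS titration up to 57 uM; curves fitted, compounds curve-classed.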
* hit, by the source's call; ? = inconclusive; . = not tested or not shown; [ ] = remark or other dose. Unless noted, the call rests on the fitted dose curve; in most records, active means well fitted curve in the direction sought with a large enough effect; inconclusive means small, poorly fitted or top-dose-only effect, or another doubt; inactive means no such curve, though single readings can be large; an effect the other way counts as inactive or inconclusive.

SMILES	uPA generation	TSHR antagonist	USP2a inh	Eya2 inh	B2AR arrestin	Mito fusion act	TCR act	TSG101-PTAP inh	ELG1 repair inh	Chronic BCR inh	Tb PFK inh
COc1ccc(NC(=O)CN(C)CC(=O)N(C)C2(C#N)CCC(C)CC2)cc1 (configuration not stated)	-6.1%	23.5	-0.9%	-2.0%	-1.7%	-9.4%	-3.5%	-5.9%	0.8%	5.4%	-6.5%
NNC(=O)CCCNc1ncc(C(F)(F)F)cc1Cl	2.2%	-3.6	1.4%	1.7%	-0.9%	-3.1%	0.9%	-2.1%	-4.9%	-12.0%	-3.5%
O=C(O)CCCC(=O)NCCc1cccc(Cl)c1	-0.2%	.	-1.4%	8.6%	-0.4%	-0.8%	-2.2%	-3.5%	-2.7%	-1.5%	0.2%
O=C1C2C3C=CC(C3)C2C(=O)N1c1ncn[nH]1 (configuration not stated)	.	3.4	1.9%	-5.4%	0.3%	-1.6%	2.9%	-9.2%	-4.3%	-7.0%	?
Cc1ccc(S(=O)(=O)N2CCN(S(C)(=O)=O)C2c2ccccc2)cc1 (configuration not stated)	1.6%	-10.7	0.2%	-5.1%	-0.4%	0.1%	-4.6%	-1.9%	1.8%	?	-0.1%
Cc1cc(C(=O)N/N=C/c2cccc([N+](=O)[O-])c2)c2ccccc2n1	-2.1%	20.7	0.2%	4.4%	0.2%	-5.5%	-2.1%[46.1 µM]	-0.6%	-9.9%	-17.1%	-1.4%
Cc1n[nH]c(=O)c2c(NC(=O)CSc3nncn3C(C)C)oc(C)c12	4.8%	7.3	1.2%	1.6%	-0.1%	-0.6%	3.5%	-3.2%	1.5%	0.0%	-0.2%
COc1ccc(C(=O)C[n+]2cccc(C(N)=O)c2)cc1	7.3%	3.1	4.0%	?	-0.4%	13.6%	0.5%	-4.2%	7.4%	3.4%	-2.4%
COCCn1nnnc1C(C(C)C)N(Cc1cccnc1)Cc1ccccc1Cl (configuration not stated)	2.9%	-4.7	0.3%	-6.0%	-0.5%	9.3%	1.7%	-3.6%	-0.9%	?	-14.7%
CC1CC(C)CN(C(=O)CSc2nnc(-c3ccc(Cl)cc3)o2)C1 (configuration not stated)	3.2%	3.2	?	0.0%	0.2%	-8.6%	-7.4%	-1.6%	-18.6%	?	1.7%
O=C(NC1CCSc2ccccc21)c1cc(S(=O)(=O)N2CCOCC2)ccc1F (configuration not stated)	-8.3%	-4.2	0.5%	-5.6%	-0.3%	-1.2%	4.1%	-0.6%	11.3%	0.0%	3.8%
O=C(NCc1ccccn1)C(=O)N/N=C/c1ccc2c(c1)OCO2	?	4.0	0.3%	-24.6%	0.0%	2.8%	11.5%	-4.2%	-10.4%	-24.3%	1.5%
Cc1ccc(CNC(=O)Nc2ccc(Cl)cc2)cc1	-6.1%	0.0	-0.8%	-7.5%	-0.3%	-3.1%	5.1%	-1.4%	?	?	-13.9%
CCOc1ccc(C(C)=O)cc1COC(=O)c1cnc(Cl)c(Cl)c1	3.6%	-30.2	-1.3%	5.9%	0.1%	2.1%	2.2%	-0.8%	-1.7%	?	4.6%
C=CCn1c(SCC(=O)Nc2cc(C)on2)nc2c([nH]c3ccccc32)c1=O	-2.8%	-2.8	2.4%	6.5%	-0.1%	0.4%	-0.9%	-1.0%	18.9%	2.7%	-0.7%
N=c1c2c(ncn1Cc1ccco1)Oc1cc(O)ccc1C2c1ccccc1 (configuration not stated)	-17.8%	-0.3	2.3%	2.5%	-0.4%	1.8%	0.3%	-9.2%	-16.9%	-26.6%	0.7%
O=C(N/N=C/C=C\c1cccc([N+](=O)[O-])c1)c1cccnc1	3.4%	-4.3	7.3%	-27.2%	-0.1%	-2.9%	-2.3%	0.2%	?	-15.6%	0.2%
NC(=O)NC(=O)COC(=O)CCSc1ccccc1	2.8%	-4.1	1.0%	0.0%	-0.8%	-8.1%	-1.5%	-4.8%	-14.1%	-8.4%	-0.3%
Cc1cccc(NC(=O)CSc2nc(=O)n3ccccc3n2)c1C	0.6%	5.4	1.8%	14.7%	0.2%	0.5%	-5.4%	-3.8%	-14.1%	-6.1%	-9.5%
Cc1c(NS(=O)(=O)c2cc(C(=O)NCCN(C)C)ccc2Cl)c(=O)n(-c2ccccc2)n1C	3.9%	1.4	0.8%	-13.9%	0.5%	5.6%	4.9%	-12.3%	-1.1%	?	-7.7%
COc1cc(SC)ccc1C(=O)OCC(=O)N1CCN(C(C)=O)CC1	-23.2%	-2.3	1.5%	-2.6%	-1.5%	2.6%	1.0%	-5.1%	5.9%	0.3%	0.2%
COc1ccccc1-c1nnc(SCC(=O)Nc2c(Cl)cccc2Cl)o1	-6.7%	19.1	-0.7%	-6.8%	0.2%	2.5%	-5.8%	-7.5%	-6.6%	?	0.1%
O=[N+]([O-])c1ccc(Nc2nc(Cl)nc(NCCO)n2)cc1	2.7%	-6.4	-0.4%	8.4%	-0.1%	-6.2%	-0.5%	-6.3%	0.3%	6.2%	0.7%
COCCNC(=S)NCCCNc1nc2cc3c(cc2cc1C#N)OCO3	-5.8%	4.5	1.1%	1.1%	0.0%	-1.3%	-2.4%	-2.9%	0.0%	1.4%	-8.4%

Filtered by structure: the entries above with a furan ring, fused or not
SMILES	uPA generation	TSHR antagonist	USP2a inh	Eya2 inh	B2AR arrestin	Mito fusion act	TCR act	TSG101-PTAP inh	ELG1 repair inh	Chronic BCR inh	Tb PFK inh
Cc1n[nH]c(=O)c2c(NC(=O)CSc3nncn3C(C)C)oc(C)c12	4.8%	7.3	1.2%	1.6%	-0.1%	-0.6%	3.5%	-3.2%	1.5%	0.0%	-0.2%
N=c1c2c(ncn1Cc1ccco1)Oc1cc(O)ccc1C2c1ccccc1 (configuration not stated)	-17.8%	-0.3	2.3%	2.5%	-0.4%	1.8%	0.3%	-9.2%	-16.9%	-26.6%	0.7%

Continued.
SMILES	uPA generation	TSHR antagonist	USP2a inh	Eya2 inh	B2AR arrestin	Mito fusion act	TCR act	TSG101-PTAP inh	ELG1 repair inh	Chronic BCR inh	Tb PFK inh
O=C(Nc1ccccc1O)N1c2ccccc2Sc2ccccc21	1.5%	-1.0	3.3%	11.5%	0.6%	-1.2%	4.7%	-3.7%	14.6%	-8.0%	0.1%
COc1cc(NC(=O)CN2C(=O)C(c3ccccc3)=NC23CCCCCC3)cc(OC)c1	2.0%	0.3	-0.5%	-8.3%	0.4%	21.3%	-0.9%[46.1 µM]	-8.6%	?	?	5.5%
CC(=O)c1[nH]c(C)c(C(C)=O)c1C	-2.3%	47.4	-0.5%	0.5%	-0.8%	1.7%	3.8%	-1.3%	1.3%	?	-2.1%
N/C(Cc1ccc([N+](=O)[O-])cc1)=N\OC(=O)c1ccc(Br)o1	-10.6%	-5.1	5.1%	-2.8%	-3.5%	10.3%	-0.8%[46.1 µM]	-2.0%	-0.4%	-1.8%	-10.2%
CN(C)c1nc(OCCNC(=O)COc2ccc(Cl)cc2Cl)nc(N(C)C)n1	1.5%	25.0	0.1%	1.3%	0.0%	6.3%	-1.5%	-4.8%	20.6µM*	0.9%	-4.5%
Cc1ccc(NC(=O)CSc2nccn(-c3ccc4c(c3)OCCO4)c2=O)cc1	-0.4%	7.6	-0.8%	6.2%	-0.3%	20.0%	1.8%	-2.7%	-3.9%	?	-3.5%
COc1cc(C)ccc1S(=O)(=O)n1nc(C)cc1C	1.1%	-11.9	3.6%	-1.5%	0.2%	-2.4%	-0.6%	-1.1%	6.6%	-4.1%	7.2%
c1ccc(-c2sc3ccccc3c2-c2ccc(OCCN3CCOCC3)cc2)cc1	12.9%	7.0	2.9%	4.4%	0.0%	.	10.9%	-8.3%	10.6%	1.1%	6.5%
CCN1CCN(c2nc(-c3ccccn3)nc3ccccc23)CC1	.	8.9	3.0%	10.9%	-0.1%	-10.0%	7.9%	-7.4%	?	-28.5%	1.2%
COC(CNC(=O)c1ccc2nc(-c3ccccc3)c(-c3ccccc3)nc2c1)OC	1.3%	0.3	-5.5%	11.4%	0.1%	-0.8%	4.2%	-5.4%	?	17.3%	7.5%
